Bioassay records (PubChem BioAssay)
CHT allo act – allosteric activators of human choline transporter CHT; B-score at 10 µM; 310,000 tested, 0.49% active; Q9GZV3; CHT-expressing cells, membrane potential dye, choline EC20; stronger effect = higher value; LV-AA mutant CHT in HEK293 cells;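 active means initial fluorescence not abnormally high and integrated response B-score, plate-corrected, over 3 SD above library mean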
Target sequence (Q9GZV3 whole entry, looked up): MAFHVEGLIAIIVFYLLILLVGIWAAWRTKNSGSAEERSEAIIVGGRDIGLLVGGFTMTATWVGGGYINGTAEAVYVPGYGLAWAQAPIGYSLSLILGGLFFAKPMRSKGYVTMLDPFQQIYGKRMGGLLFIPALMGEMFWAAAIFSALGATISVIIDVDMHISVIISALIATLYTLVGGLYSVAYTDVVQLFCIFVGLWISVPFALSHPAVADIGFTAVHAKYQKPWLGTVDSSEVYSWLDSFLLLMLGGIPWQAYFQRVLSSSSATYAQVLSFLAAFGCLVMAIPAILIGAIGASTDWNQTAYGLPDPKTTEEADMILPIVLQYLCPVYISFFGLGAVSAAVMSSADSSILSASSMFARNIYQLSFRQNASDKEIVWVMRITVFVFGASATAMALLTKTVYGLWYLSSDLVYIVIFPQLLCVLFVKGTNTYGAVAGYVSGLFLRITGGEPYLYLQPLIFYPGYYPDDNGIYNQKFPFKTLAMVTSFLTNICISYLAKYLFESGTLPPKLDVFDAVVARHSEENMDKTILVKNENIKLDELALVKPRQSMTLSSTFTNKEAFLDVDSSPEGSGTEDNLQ
OX1R antag – human HCRTR1 antagonism. 330,000 tested, 0.43% active. inhibition, % at 5 µM. AID 434989. O43613. CHO/OX1R cells, Fluo-8 calcium fluorescence, orexin A;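 active means inhibition above its plate's threshold, mean inhibition of all tested compounds on the plate plus 3 SD, cut at about 37% in these data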;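 further: 0% = orexin A challenge wells and 100% = SB-334867-A antagonist wells; not every result past the cut was called active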
Target sequence (O43613 whole entry, looked up): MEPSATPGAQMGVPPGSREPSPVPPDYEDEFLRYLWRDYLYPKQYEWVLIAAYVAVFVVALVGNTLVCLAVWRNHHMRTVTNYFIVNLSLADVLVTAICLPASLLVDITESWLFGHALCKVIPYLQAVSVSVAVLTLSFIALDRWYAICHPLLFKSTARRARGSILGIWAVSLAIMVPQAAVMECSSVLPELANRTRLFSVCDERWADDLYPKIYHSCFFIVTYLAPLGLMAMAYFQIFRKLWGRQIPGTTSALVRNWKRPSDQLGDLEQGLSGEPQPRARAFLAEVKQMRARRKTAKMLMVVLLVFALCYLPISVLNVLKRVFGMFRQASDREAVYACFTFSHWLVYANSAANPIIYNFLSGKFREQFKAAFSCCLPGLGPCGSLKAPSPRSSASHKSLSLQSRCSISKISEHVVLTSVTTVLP
* hit, by the source's call; i = inactive; x = not tested or not shown.

Start of the data: the first two records as a preview:
mol | CHT allo act | OX1R antag
COc1cc(C2C(C(C)=O)=C(O)C(=O)N2Cc2ccccc2)ccc1O (stereo not given) | i | x
CN1CCN(c2nc3c(c(=O)n(C)c(=O)n3C)n2CCSc2nnnn2-c2ccccc2)CC1 | 7.2* | 12

This part in full, from the start:
mol | CHT allo act | OX1R antag
COc1cc(C2C(C(C)=O)=C(O)C(=O)N2Cc2ccccc2)ccc1O (stereo not given) | i | x
CN1CCN(c2nc3c(c(=O)n(C)c(=O)n3C)n2CCSc2nnnn2-c2ccccc2)CC1 | 7.2* | 12
O=C(NCc1cc(C(F)(F)F)cc(C(F)(F)F)c1)C1CC(c2c(Cl)cccc2Cl)=NO1 (stereo not given) | i | -44
CN1CCN(C(=O)c2ccccc2NS(=O)(=O)c2ccc(F)cc2)CC1 | x | 1
COc1ccc(C(=O)N2CCN(c3nc(C4CC4)nc4sc(C)c(C)c34)CC2)cc1 | i | -36
COc1ccc(C2NC(=O)NC(C)=C2[N+](=O)[O-])cc1OC (stereo not given) | i | -14
CCS(=O)(=O)c1nc2ccccc2n1Cc1ccccn1 | i | -15
CC1CCC(NC(=O)CSc2nnnn2C)CC1 (stereo not given) | x | -8
COc1cc(/C=N/NC(=O)c2c(C)nc3ccc(Cl)cn23)cc(OC)c1OC | i | x
Cc1ccc(NC(=O)c2oc3c(c2C)C(=O)CC(C)(C)C3)cc1 | i | -7
CC1CN(C(=O)CN2C(=O)NC3(CCCCCC3)C2=O)CC(C)O1 (stereo not given) | i | -14
COc1ccc(NC(=O)CSCC(=O)NC2(C)CCS(=O)(=O)C2)cc1 (stereo not given) | i | -19
O=C(CSc1ccc(Cl)cc1)Nc1ccc(C2SCCS2)cc1 | i | 0
CC(=O)N(CN1C(=O)C2C3C=CC(C3)C2C1=O)c1cccc(Cl)c1 (stereo not given) | i | -7
O=C(O)c1ccc2c(c1)S(=O)(=O)c1cc(Cl)ccc1C2=O | x | -9
O=C(Nc1ccccc1N1CCCCC1)C1CC(=O)N(c2ccccc2F)C1 (stereo not given) | x | -8
CCN(Cc1ccccc1)C(=O)CSc1nncn1C | i | -5
NNS(=O)(=O)c1ccc(N2CCCC2=O)c([N+](=O)[O-])c1 | i | -5
COC(=O)C1CCN(C(=O)Cn2nnc(-c3ccccc3)n2)CC1 | i | -5
O=C(CNC(=O)N1CC(=O)Nc2ccccc21)NCCc1cccc(F)c1 | i | -5
Cc1cc(C)c2c(N)c(C(=O)c3ccc(Cl)cc3)sc2n1 | i | -8
CCCCn1c(N)c(N(CC(C)C)C(=O)c2cc(=O)[nH]c3ccccc23)c(=O)[nH]c1=O | i | -7
Cc1[nH]c2ccccc2c1SCC(=O)N1CCCc2ccccc21 | i | -17
CCCCOC(=O)Nc1cc(Cl)ccc1C | i | -14
COc1ccc(-c2ccc3c(N)c(C(=O)c4ccc(OC)c(OC)c4)sc3n2)cc1 | i | -9

Quoted from the listing.
Reading of COC(=O)C1CCN(C(=O)Cn2nnc(-c3ccccc3)n2)CC1 under OX1R antag: -5
Reading of COc1ccc(C(=O)N2CCN(c3nc(C4CC4)nc4sc(C)c(C)c34)CC2)cc1 under OX1R antag: -36
Reading of CC1CCC(NC(=O)CSc2nnnn2C)CC1 (stereo not given) under OX1R antag: -8
Reading of CC(=O)N(CN1C(=O)C2C3C=CC(C3)C2C1=O)c1cccc(Cl)c1 (stereo not given) under OX1R antag: -7
Reading of CCCCn1c(N)c(N(CC(C)C)C(=O)c2cc(=O)[nH]c3ccccc23)c(=O)[nH]c1=O under OX1R antag: -7
Reading of COc1ccc(C2NC(=O)NC(C)=C2[N+](=O)[O-])cc1OC (stereo not given) under OX1R antag: -14

Additional records follow:
mol | CHT allo act | OX1R antag
O=C(Cc1ccsc1)NNC(=O)c1cccc(Cl)c1 | i | -11
O=C(O)c1ccc(NS(=O)(=O)c2cc(Cl)sc2Cl)cc1 | i | -12
COc1ccc(Oc2ccc(N/C=C/C(=O)C(C)(C)C)cc2)cc1 | i | -5
CCCCCC(=O)Nc1nc(C)c(-c2csc(Nc3cc(Cl)ccc3C)n2)s1 | i | -37
CCOC(=O)c1csc(NC(=O)c2ccc(S(=O)(=O)N(CC)CC)cc2)n1 | i | -9
Cc1csc(NC(=O)C(C)Oc2ccc(Cl)cc2C)n1 (stereo not given) | x | -36
N#Cc1c(N)nc2c(c1N)CC(CO)O2 (stereo not given) | i | -4
O=C(NCC(=O)N(c1ccccc1F)C(C(=O)NC1CCCC1)c1ccco1)c1ccco1 (stereo not given) | i | -16
O=C(O)c1ccc2c(c1Sc1ccccc1)C(=O)c1ccccc1C2=O | i | 7
COc1ccc(OC)c(C2C(C(N)=O)=C(C)Nc3nc(CCCO)nn32)c1 (stereo not given) | i | 2
CCOC(=O)CNc1nc(Cl)nc(Nc2ccc(OC)cc2OC)n1 | i | -19
O=C(c1ccccc1)c1ccc(Sc2ccc([N+](=O)[O-])cc2)cc1 | i | 2
CN(C)CCn1cnc2c1c(=O)n(C)c(=O)n2C | i | -6
CCc1ccc2oc(=O)cc(CN3CCC(C)CC3)c2c1 | i | -23
O=S(=O)(Cc1ccccc1)Nc1ccc(F)cc1 | i | x
O=C(NCC(=O)N1CCCCCCC1)c1ccc(Cl)cc1 | x | -18
CCNC(=S)NCCN1CCOCC1 | i | 14
CSc1ncc(Cl)c(C(=O)Nc2ccc(S(=O)(=O)Nc3nccc(C)n3)cc2)n1 | i | -17
CC1CC(C)CN(C(=O)CSc2nnc(-c3ccco3)o2)C1 (stereo not given) | i | -3
O=C(CSc1ccccn1)Nc1ccc(F)c([N+](=O)[O-])c1 | i | -10
Nc1nonc1C(=O)N/N=C/c1cccc([N+](=O)[O-])c1 | i | 4
Cc1cccc(NC(=O)c2nc[nH]c2C(=O)NCCCCNC(=O)c2[nH]cnc2C(=O)Nc2cccc(C)c2)c1 | x | 2
Fc1ccc(NC(=S)NCc2ccccn2)cc1 | i | 4
Cc1ccc(C(=O)Cn2cnc3ccccc3c2=O)cc1C | i | -34
Cc1cc(-n2c(C)cc(C(=O)COc3ccc(F)c(F)c3)c2C)no1 | x | 11

Not a retest: 7 of the compounds above.
mol | CHT allo act | OX1R antag
O=C(Cc1ccsc1)NNC(=O)c1cccc(Cl)c1 | i | -11
O=C(O)c1ccc(NS(=O)(=O)c2cc(Cl)sc2Cl)cc1 | i | -12
COc1ccc(Oc2ccc(N/C=C/C(=O)C(C)(C)C)cc2)cc1 | i | -5
CCCCCC(=O)Nc1nc(C)c(-c2csc(Nc3cc(Cl)ccc3C)n2)s1 | i | -37
CCOC(=O)c1csc(NC(=O)c2ccc(S(=O)(=O)N(CC)CC)cc2)n1 | i | -9
Cc1csc(NC(=O)C(C)Oc2ccc(Cl)cc2C)n1 (stereo not given) | x | -36
N#Cc1c(N)nc2c(c1N)CC(CO)O2 (stereo not given) | i | -4

New compounds follow:
mol | CHT allo act | OX1R antag
O=C(O)CSc1c2ccccc2cc2ccccc12 | i | 7
CN(C(=O)COC(=O)c1ccc2c(c1)NC(=O)CS2)C1CCS(=O)(=O)C1 (stereo not given) | i | -10
Cc1cc(C)cc(NC(=O)CSc2cc(C(=O)c3nccn3C)c3ccccc3n2)c1 | i | -25
CCCCCn1c(SCC(=O)OCC)nc2cc(C(=O)N3CCC(C(N)=O)CC3)ccc2c1=O | i | -19
Cc1ccccc1OCC(O)Cn1c2ccccc2c2ccccc21 (stereo not given) | i | -29
Cc1ccc(C(=O)N(C)CC(=O)Nc2ccc(N3CCOCC3)cc2)s1 | i | -10
O=C(CCc1ccccc1)NC(=S)Nc1cccc(Br)c1 | i | -12
CCOCCSc1n[nH]c(=O)n1CCc1ccccc1 | i | -11
Cc1sc2nc(C3CCCCC3)nc(SCC(=O)N3CC(=O)Nc4ccccc43)c2c1C | i | -24
O=C(CC(=O)c1cccc([N+](=O)[O-])c1)Nc1ccccc1Cl | i | -16
CC1CCN(C(=O)CSc2nc(N)c(NC(=O)c3ccccc3)c(=O)[nH]2)CC1 | i | -10
Cc1cc(NCCN2CCOCC2)c2ccc3ccccc3c2n1 | 6.8* | -1
COc1ccc(NC(=O)C2C(c3ccccc3)C2(Cl)Cl)cc1 (stereo not given) | i | -11
CCCc1cc(=O)oc2c3c(c4c(c12)OC(C)(C)C=C4)OC(C)C(C)C3O (stereo not given) | i | -26
COc1ccc(/C=N/N2CCN(C3c4ccccc4-c4ccccc43)CC2)cc1O | i | -13
Clc1ccc(CSc2ncnc3nc[nH]c23)cc1 | i | 0
Cc1cc(C)c(NC(=O)COC(=O)CCc2ccc(S(=O)(=O)N3CCCCC3)cc2)c(C)c1 | i | -19
Cc1noc(/C=C/N(C)C)c1S(=O)(=O)NC1CCCCC1 | i | -6
O=C(Cc1ccc(Br)cc1)Nc1ccc(S(=O)(=O)NCC2CCCO2)cc1 (stereo not given) | i | -3
O=C(Oc1ccccc1Cl)c1ccc(-n2cncn2)nc1 | i | -10
COc1ccc(-c2noc(CCC(=O)Nc3ccc(C)c(C)c3)n2)cc1 | i | 21
CCCCn1nc(C(=O)Nc2c(C)n(C)n(-c3ccccc3)c2=O)c2ccccc2c1=O | x | -30
CCOC(=O)C1CCCN(Cc2nc(Cc3cccc(F)c3)no2)C1 (stereo not given) | i | -12
Cc1cccc2c1cnn2C(=O)CCC(=O)N1CC(C)CC(C)C1 (stereo not given) | i | -36
CCOC(=O)Cc1csc(NC(=O)Cn2c(=O)oc3ccccc32)n1 | i | -7

Next section
Second line of a record – CHT allo act, OX1R antag
CN(CC(=O)NCCc1ccc(S(N)(=O)=O)cc1)Cc1ccc(Cl)cc1Cl
→ i, -32
Cc1ccc(-c2noc(C3CCCN(S(=O)(=O)c4ccc5ccccc5c4)C3)n2)o1 (stereo not given)
→ i, -29
Cc1cc(NC(=O)c2cc([N+](=O)[O-])ccc2Cl)no1
→ i, -1
COc1ccc(N2CC(C(=O)Nc3c4c(nn3-c3ccccc3)CS(=O)(=O)C4)CC2=O)cc1 (stereo not given)
→ i, 15
CCOC(=O)NC(=O)C(=CNc1ccccc1OC)C(=O)NC(=O)OCC
→ i, -11
CC1CN(C(=O)c2cccs2)CC(C)O1 (stereo not given)
→ i, -1
O=C(NN=Cc1ccc(F)cc1)c1cccc(S(=O)(=O)N2CCCC2)c1
→ x, -21
Cc1c(/C=C/C(=O)c2cccs2)cnn1C
→ i, 10
Cc1ccc(NS(=O)(=O)c2ccc(C(C)(C)C)cc2)cn1
→ i, -13
Cc1c(NC(=O)C(C)OC(=O)c2cccc(S(=O)(=O)N(C)C)c2)c(=O)n(-c2ccccc2)n1C (stereo not given)
→ i, -7
Cc1c(=O)n(OCc2ccc(Cl)cc2)c2ccccc2[n+]1[O-]
→ i, -24
Cc1ccc(C)c(OCc2ccc(C(=O)Nc3ccc([N+](=O)[O-])cn3)o2)c1
→ x, 22
CCOC(=O)c1c(NC(=S)Nc2cc([N+](=O)[O-])ccc2OC)sc2c1CCCCC2
→ i, -32
COc1cc2c(cc1OC)CN(C(=O)c1ccc(Cl)c(S(=O)(=O)N3CCCC3)c1)CC2
→ x, 0
CC(=O)Nc1ccc(S(=O)(=O)NCCC(=O)OCC(=O)NCc2ccccc2)cc1
→ x, -9
O=C1c2ccsc2SCCN1Cc1ccccc1Cl
→ i, -30
Cc1cc(Cl)ccc1NC(=S)N1CCN(C(=O)c2ccco2)CC1
→ i, -29
CCOc1ccccc1C(=O)NC1CC2CCCC(C1)N2Cc1ccccc1 (stereo not given)
→ i, -35
C/C(=N\NC(=O)c1ccccc1)c1ccc(NC(=O)c2cccs2)cc1
→ i, -3
COc1ccc(N(C)S(=O)(=O)c2cccc(C(=O)Nc3ccc(N4CCOCC4)cc3)c2)cc1
→ x, -3
c1cnc2ccc(C(c3nnnn3C3CCCC3)N3CCN(c4nc5ccccc5s4)CC3)cc2c1 (stereo not given)
→ i, -17
CCS(=O)(=O)N1Cc2ccccc2CC1C(=O)N(C)Cc1ccc(OC)cc1OC (stereo not given)
→ i, -26
C=COC(=O)c1sc2nc(C)cc(C)c2c1N
→ i, -12
O=c1[nH]c(CN2CCN(c3ccc(F)cc3)CC2)nc2ccccc12
→ i, -20
O=C(CSc1nnc(Cc2ccc(Cl)cc2)o1)Nc1ccccc1
→ i, -30
O=C(NC1CCOc2ccccc21)c1ccc(Cl)nc1 (stereo not given)
→ i, 1
Cc1cc(=O)oc2c(C(=O)c3ccccc3)c(OCC(N)=O)ccc12
→ i, 15
O=C1c2cccc3c(N4CCOCC4)c([N+](=O)[O-])cc(c23)C(=O)N1c1cccc2ccccc12
→ i, -7
CC(=O)Nc1ccc2c(c1)ncn2C
→ i, -11
CCOC(=O)N1CCN(C(=O)CSc2nc3c(cnn3-c3ccccc3)c(=O)[nH]2)CC1
→ i, -29
C/C(=N\NC(=O)CSc1nc(C)cc(C)n1)c1cccs1
→ i, 1
CCOC(=O)CC1COc2ccccc2N1C(=O)c1cccc([N+](=O)[O-])c1 (stereo not given)
→ i, -25
O=C(Nc1ccc2c(c1)OCO2)[C@@H]1CCCN1S(=O)(=O)c1cccc2cccnc12
→ i, -10
S=C(Nc1ccccc1)N1CCc2ccccc21
→ i, 4
O=C(CN(Cc1ccco1)Cc1ccco1)Nc1cc(S(=O)(=O)N2CCCCC2)ccc1Cl
→ x, 74*
COc1cc(SC)ccc1C(=O)NCCNC(=O)c1nonc1N
→ i, -10
Cc1ccccc1-n1ncc2c1CC(C)(C)CC2NC(=O)CCC(F)(F)F (stereo not given)
→ i, -14
CCOC(=O)c1nn(-c2ccc(Cl)cc2C)ccc1=O
→ i, -4
CN(C)CCCN1CC(=O)N2[C@@H](Cc3c([nH]c4ccccc34)C2(C)C)C1=O
→ i, 2
CCc1nc(NCCO)c(C#N)c2c1CCCC2
→ i, -18
O=S(=O)(Nc1ccc2c(c1)OCCO2)c1c(F)cccc1F
→ i, -5
O=C(Cc1c(F)cccc1Cl)NC1CCN(Cc2ccccc2)CC1
→ i, -15
COc1ccccc1OS(=O)(=O)c1ccc(NC(C)=O)cc1
→ i, -1
